H37Rv inhibition = M. tuberculosis growth inhibition, HTS (AID 449762) | M. tuberculosis H37Rv growth inhibition, 7H9 media; higher % means a stronger effect | inhibition, % at 25 µM, or IC50 in µM where a hit was titrated | 330,000 tested, 0.59% active; in the data active = a potency from the dose series; inconclusive = inhibition above about 70% without an active follow-up result;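 note: bacterial growth assessed after seven days of incubation; strong numbers were not always called active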
VEEV TC-83 Vero = inhibitors of VEEV TC-83 cytopathic effect, confirmation, Vero cells (AID 588727). Vero cells, VEEV TC-83 cytopathic effect inhibition; higher % means a stronger effect. one-dose inhibition, % at 20 µM; IC50 in µM for titrated hits. 350,000 tested, 0.13% active; in the data active = a potency from the dose series; inconclusive = inhibition mostly from about 14% at the one dose, without a potency; inactive = the rest, 99 in 100 with inhibition below about 12%; note: strong numbers were not always called active
PhoP GFP inhibition = PhoP regulon inhibitors, Salmonella typhi PhoP promoter GFP reporter, confirmatory (AID 1850); Salmonella Typhi PhoP-promoter GFP reporter, fluorescence, 4 h; higher % means a stronger effect; inhibition, % at 50 µM, or IC50 in µM where a hit was titrated; 310,000 tested, 0.33% active; in the data active = a potency from the dose series; inconclusive = inhibition mostly from about 25% at the one dose, without a potency; inactive = the rest, 99 in 100 with inhibition below about 19%;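 note: 0% = induced wells with vehicle and 100% = uninduced wells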
H1N1 NS1A inhibition = H1N1 influenza NS1A inhibitors, functional cell based assay (AID 504329) | NS1A functional cell-based assay, percent inhibition; higher % means a stronger effect | inhibition, % at 12.5 µM, or IC50 in µM where a hit was titrated | 340,000 tested, 0.3% active; in the data active = a potency from the dose series; inconclusive = inhibition above about 27% without an active follow-up result; note: strong numbers were not always called active
tuberculosis growth = growth inhibition of non-replicating M. tuberculosis (AID 488890) | inhibition, % at 25 µM; hits with a dose series show IC50 in µM | 320,000 tested, 0.39% active | Mycobacterium tuberculosis non-replicating, growth inhibition; higher % means a stronger effect; in the data active = a potency from the dose series; inconclusive = inhibition mostly from about 82% at the one dose, without a potency; inactive = the rest, 99 in 100 with inhibition below about 76%;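 note: plate controls were DMSO cells for no effect and high antibiotic wells for full effect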
VEEV TC-83 Vero 10K pilot screen = second read-out of VEEV TC-83 Vero, no call of its own (marks repeat the call); inhibition, %; measured here: 10K pilot screen inhibition
Numbers without * were called inactive; i = inactive; ? = inconclusive; · = no result given. Hits appear at their usual frequency; overall some 1.5% were active at least once.

SMILES | H37Rv inhibition | VEEV TC-83 Vero | PhoP GFP inhibition | H1N1 NS1A inhibition | tuberculosis growth | others
O=C(COC(=O)C12CC3CC(CC(C3)C1)C2)N1CCN(S(=O)(=O)c2ccccc2)CC1 | 6% | 3.5% | 3% | 16% | -1%
COc1ccc(S(=O)(=O)N2CCN(C(=O)/C=C/c3ccco3)CC2)cc1 | · | 4.9% | · | -3% | ·
CN(C(=O)C1CCCN(S(=O)(=O)c2cccc([N+](=O)[O-])c2)C1)C1CCS(=O)(=O)C1 (centres undefined) | 4% | i | -20% | -69% | 6%
COc1ccccc1NC(=O)N1CCCC1C(=O)NC1CCCCC1 (centres undefined) | 0% | 1.3% | 7% | 2% | 1%
CN(C(=O)COC(=O)CNS(=O)(=O)/C=C/c1ccccc1)C1CCS(=O)(=O)C1 (centres undefined) | 1% | i | 2% | 1% | 5% | VEEV TC-83 Vero 10K pilot screen=0.2
COC(=O)C1=C(C)NC(=O)NC1c1ccccc1Cl (centres undefined) | 2% | 0.4% | -2% | -5% | -10%
CCCCOC(=O)Nc1cccc(Cl)c1C | -4% | 0.6% | -9% | -16% | 75%
COCC(=O)n1nc(-c2ccccc2)nc1NCc1ccc(N(C)C)cc1 | 5% | 2.1% | 11% | 8% | 10%
Cc1ccc(NC(=O)Cn2c(=O)cnc3ccccc32)cc1S(=O)(=O)N(C)C | 0% | 0.4% | -6% | -7% | 6%
C=C(C)CNC(=S)N/N=C/c1c(F)cccc1F | 1% | 1.2% | -5% | 4% | 48%
Cn1c(SCC(=O)C(C)(C)C)nnc1-c1cccnc1 | -1% | i | 3% | -5% | 1%
O=C(NCCC1CCCCN1S(=O)(=O)c1ccc(Cl)cc1)C(=O)NCc1ccco1 (centres undefined) | 46% | 7.6% | 3% | 3% | 25%
O=C(Cc1ccsc1)N1CCN(S(=O)(=O)c2cc(C(F)(F)F)cc(C(F)(F)F)c2)CC1 | -7% | 5.1% | -4% | 11% | 0%
CCONc1ncnc2nonc12 | 0% | 0.2% | -4% | -17% | -7% | VEEV TC-83 Vero 10K pilot screen=0.1
CCOC(=O)c1[nH]ncc1CN1CCN(Cc2ccc(C)cc2)C(CCO)C1 (centres undefined) | 4% | i | -10% | 11% | 15% | VEEV TC-83 Vero 10K pilot screen=0.5
Cn1c(=O)[nH]c(=O)c2c1nc(N(CCO)Cc1ccccc1)n2CCCc1ccccc1 | -9% | 7.9% | -8% | -5% | 0%
COc1cc(CCN2C(=O)c3cccc4cccc(c34)C2=O)c(S(=O)(=O)NCCCO)cc1OC | -7% | 0.8% | -7% | -2% | -16%
CCSc1ccc([C@@H]2[C@H]3C(=O)N(CC)C(=O)[C@H]3[C@]3(C(=O)OC)CCCCN23)cc1 | 3% | 6.5% | -2% | -6% | 13%
COc1ccc(/C=N\Nc2ccccn2)c(OC)c1 | -14% | 1.9% | 0% | -23% | -18%
O=C(Nc1ccc2c(c1)OCCO2)c1cccs1 | 6% | i | -7% | 2% | 17%
COC(=O)c1c(C)oc2ccc(N(C(=O)Oc3ccccc3)S(=O)(=O)c3ccc(Cl)c([N+](=O)[O-])c3)cc12 | 0% | 1.3% | -4% | -6% | 10%
CN(Cc1ccc(Cl)s1)C(=O)CN1C(=O)N(C)C2(CCCCC2)C1=O | · | 2.1% | · | 2% | ·
Cc1ccc2c(COC(=O)CNC(=O)c3ccco3)cc(=O)oc2c1C | 1% | 0.2% | · | -3% | 8%
CCn1c(COc2ccccc2)nnc1SCC(=O)Nc1ccc2c(c1)OCCO2 | 8% | 0.1% | -20% | -13% | 14%
CCCCCC1CC(=O)N(Cc2ccc(Cl)cc2)C(=O)N1 (centres undefined) | 7% | 5.5% | -4% | 4% | 40%

Reprinted from the part before: 2 compounds, then new ones.
SMILES | H37Rv inhibition | VEEV TC-83 Vero | PhoP GFP inhibition | H1N1 NS1A inhibition | tuberculosis growth | others
CCn1c(COc2ccccc2)nnc1SCC(=O)Nc1ccc2c(c1)OCCO2 | 8% | 0.1% | -20% | -13% | 14%
CCCCCC1CC(=O)N(Cc2ccc(Cl)cc2)C(=O)N1 (centres undefined) | 7% | 5.5% | -4% | 4% | 40%
CC(C)(C)c1cc(C(C)(C)C)cc(S(=O)(=O)CCc2ccccn2)c1 | -5% | 1.5% | -16% | -1% | 4%
COc1ccc(CCN(C(=O)C(F)(F)F)C(C(=O)NC2CCCC2)c2cccs2)cc1OC (centres undefined) | -7% | i | -10% | -7% | 16%
Cc1noc(/C=C/N(C)C)c1S(=O)(=O)N1CCN(c2ccc(F)cc2)CC1 | 8% | 1.2% | 9% | 4% | 8%
COc1ccccc1NC(=O)N1CCC(c2nc3cc(C)c(C)cc3[nH]2)CC1 | 61% | 11% | -9% | -2% | -1%
CN(CC(=O)NCc1ccncc1)S(=O)(=O)c1ccc(Br)cc1 | 6% | 0.1% | -4% | -8% | 5%
CC(=O)Nc1ccc(-c2csc(NC(=O)C3CC(=O)N(c4ccc5c(c4)OCCO5)C3)n2)cc1 (centres undefined) | 9% | ? | 5% | 2% | -8%
O=C(N/N=C/c1c[nH]c2ccccc12)c1ccn(Cc2ccc(Cl)cc2)n1 | -2% | 5.6% | 10% | 6% | 16%
CS(=O)(=O)N1CCN(c2ccc(NC(=O)Cc3ccccc3)cc2)CC1 | -2% | 0.1% | 3% | 6% | 6%
CN(C)S(=O)(=O)c1cccc(NC(=S)N/N=C/c2ccco2)c1 | -13% | 9.2% | 14% | -5% | -10%
COc1ccccc1N1CCN(S(=O)(=O)c2cn(C)c(=O)n(C)c2=O)CC1 | -6% | 1.3% | 11% | 1% | -10%
COc1ccc2cc3cc(C(=O)NCCN4CCc5ccccc5C4)sc3nc2c1 | 7% | 2.5% | 2% | -1% | ?
O=S(=O)(Nc1nc2ccccc2nc1N1CCc2ccccc2C1)c1ccc(Cl)cc1 | 10% | 2.4% | -3% | 11% | 10% | VEEV TC-83 Vero 10K pilot screen=0.9
COC(=O)CSc1nc2cc(C)ccc2cc1C#N | 4% | i | 1% | 11% | 30%
CCOc1ccccc1OCC(=O)OCc1csc(CC(=O)Nc2ccccc2C)n1 | 5% | 2.9% | -5% | -1% | 37%
COCCCNC(=O)/C(C#N)=C/c1c(N2CCN(C)CC2)nc2ccccn2c1=O | -2% | 0.8% | -7% | -2% | -9%
CC(=O)Nc1ccc(S(=O)(=O)NCCc2ccc(F)cc2)cc1 | 4% | 0.4% | 2% | -6% | -3%
O=C(Cc1ccccc1)Nc1ccc(C(=O)Nc2ccccc2C(=O)O)cc1 | 13% | 4.4% | -12% | -13% | 53%
C=CCN1C(=O)C(CC(=O)Nc2ccccc2)SC1=Nc1ccc(S(N)(=O)=O)cc1 (centres undefined) | 4% | i | -3% | 2% | 4%
CC1CN(C(=O)Nc2ccc(F)cc2F)CC(C)O1 (centres undefined) | -5% | 1.1% | -5% | -2% | -20%
CN(Cc1ccccc1)S(=O)(=O)c1ccc(OCC(=O)NCc2ccncc2)cc1 | 9% | 0.1% | -34% | 7% | -6%
Nc1ccc(C2(c3ccc(N)cc3)CCCCC2)cc1 | 11% | 4.4% | -12% | -5% | 17%
CC(C)C(NC(=O)/C=C/c1ccc(F)cc1)C(C)C | -7% | 1.0% | -3% | 7% | -6%
NCCNCCNCCN | 12% | 0.4% | 9% | ? | -1%
O=C(CCCNS(=O)(=O)c1cccc2nsnc12)NCCc1ccccc1 | -1% | 1.1% | 3% | 7% | -1%
CCN(C(=O)COC(=O)c1ccc(OCc2c(C)noc2C)cc1)c1ccccc1 | 5% | 2.3% | 11% | -8% | 28%
SMILES | H37Rv inhibition | VEEV TC-83 Vero | PhoP GFP inhibition | H1N1 NS1A inhibition | tuberculosis growth | others
C1=C(c2ccccc2)CCN(c2ncnc3nc[nH]c23)C1 | 1% | 6.5% | 7% | 3% | ·
Cc1cc(-c2nnc(CCC(=O)NC(c3ccccc3)c3ccccc3)o2)no1 | 7% | 0.4% | 0% | -4% | 15%
O=C1C2C3C=CC(CC3)C2C(=O)N1/N=C/c1c(O)ccc2ccccc12 (centres undefined) | -4% | 1.6% | -3% | 9% | -3%
Cc1ccc(OCCn2c(=O)n(C)c3ccccc32)cc1 | -3% | 3.9% | -16% | -6% | 7%
Cn1cnc([N+](=O)[O-])c1S(=O)(=O)Oc1ccc(Cl)cc1 | · | ? | · | 4% | ·
O=[N+]([O-])c1ccc(CSc2nnc(Cc3ccccc3)n2-c2ccc(F)cc2)cc1 | -1% | 5.3% | -1% | 2% | 35%
Cc1csc2c(SCC(=O)NNS(=O)(=O)c3cccc(C(F)(F)F)c3)ncnc12 | 6% | 1.6% | 2% | 8% | -13%
CCOC(=O)c1c(C)nc2c(c1-c1ccc(OC)c(OC)c1)C(=O)c1ccccc1-2 | 8% | 2.7% | -11% | -3% | 3%
CCOC(=O)n1c(=O)n(Cc2cccc(F)c2)c2ccccc21 | 5% | 1.0% | 12% | 2% | 9%
O=S(=O)(c1ccc(F)cc1)N1CCCNCC1 | -8% | 0.3% | 6% | -10% | -15%
CN1Cc2cc(C(=O)c3cc(Cl)cc(CSc4ncccn4)c3O)cnc2NC1=O | ? | · | -12% | · | 54%
COc1cc2c(cc1OC)C(c1ccc(C)o1)CC(=O)N2 (centres undefined) | -2% | 2.7% | 1% | -77% | -7%
Cc1c(CCOC(=O)CC23CC4CC(CC(C4)C2)C3)sc[n+]1CC(=O)c1ccccc1 | ? | 3.2% | -20% | -9% | ?
COc1cc(C(=O)Nc2ccc3c(c2)ncn3C(C)(C)C)cc(OC)c1OC | 3% | 0.1% | 10% | -2% | 48%
O=C(Nc1cc(Cl)ccc1Cl)c1ccc(-c2ccccc2)cc1 | 6% | 0.2% | -9% | -1% | -10%
CCOC(=O)c1ccc(N/C=C/C(=O)c2ccco2)cc1 | ? | 0.7% | 2% | 6% | ?
O=C(CCC(=O)c1ccccc1)NCCOc1ccccc1 | -4% | 0.7% | 7% | 0% | -1%
Cc1ccc2c(C)c(C(=O)Nc3nnc(C)s3)oc2c1 | -9% | i | -13% | -7% | 64%
COc1cccc(NC(=O)CN(C)C(=O)c2cc3ccccc3cc2OC)c1 | 6% | 1.7% | · | -8% | 60%
NNC(=O)c1nn(-c2ccc(Cl)cc2)cc1O | 63% | i | 6% | -12% | 18%
CN1CCN(/C=N/C2=C(C#N)C(c3ccccc3)C3=C(CC(C)(C)CC3=O)O2)CC1 (centres undefined) | 1% | i | -4% | -2% | -10%
CC(=O)Oc1ccc2c(=O)c(Oc3ccccc3)c(C)oc2c1OC(C)=O | -3% | 0.1% | 0% | -2% | 19%
COc1ccc(C(=O)OCC(=O)NC2CC2)cc1OC | -12% | 1.9% | · | 6% | -10%
O=C(CN1C(=O)NC2(CCCCCCC2)C1=O)N1CCc2ccccc2C1 | -14% | 1.0% | -15% | 5% | 3%
COc1ccccc1N(Cc1cc(=O)[nH]c2ccccc12)C(=O)c1cccc([N+](=O)[O-])c1 | -6% | 6.8% | -6% | -11% | 37%

Gathered by group: those above with a cyano group.
SMILES | H37Rv inhibition | VEEV TC-83 Vero | PhoP GFP inhibition | H1N1 NS1A inhibition | tuberculosis growth | others
COC(=O)CSc1nc2cc(C)ccc2cc1C#N | 4% | i | 1% | 11% | 30%
COCCCNC(=O)/C(C#N)=C/c1c(N2CCN(C)CC2)nc2ccccn2c1=O | -2% | 0.8% | -7% | -2% | -9%
CN1CCN(/C=N/C2=C(C#N)C(c3ccccc3)C3=C(CC(C)(C)CC3=O)O2)CC1 (centres undefined) | 1% | i | -4% | -2% | -10%

Continued:
SMILES | H37Rv inhibition | VEEV TC-83 Vero | PhoP GFP inhibition | H1N1 NS1A inhibition | tuberculosis growth | others
Cc1ncc(CO)c(/C=N/NC(=S)Nc2ccc(C(C)C)cc2)c1O | 4% | ? | 6% | 12% | 57%
O=C(N/C=C\n1cnc2cc(C(F)(F)F)ccc21)c1ccc([N+](=O)[O-])cc1 | 11% | 2.5% | 2% | -12% | 14%
CNC(=S)NCCc1c[nH]c2ccc(OC)cc12 | -1% | 1.4% | -2% | 13% | -4%
COc1ccc(CNC(=O)CN2C(=O)c3ccccc3S2(=O)=O)cc1 | · | i | · | 3% | ·
O=C(CN1CCN(Cc2ccc(Cl)cc2)CC1)N/N=C/c1ccccc1F | 6% | 1.3% | 6% | -1% | -3%
COc1cc(C(=O)NCCC(=O)NCCc2ccc(Cl)cc2)cc(OC)c1OC | 6% | 1.2% | -3% | -1% | -4%
Cc1nc(S/C(C(=O)O)=C2/C(=O)Nc3ccccc32)n[nH]1 | 2% | 41% | 10% | 3% | -17%
COCCNC(=O)c1cn(CCOC)c(=O)c2c1c1ccccc1n2C | 0% | 0.1% | 2% | -11% | 2%
COc1cc(NS(=O)(=O)c2ccc(NC(C)=O)cc2)cc(OC)c1 | -7% | 0.1% | 4% | 9% | 1%
